Bioassay records: PubChem BioAssay, Broad Institute
Statin myotox sup = suppressors of statin myotoxicity in C2C12 myotubes, primary screen, cell-based, single point, plate reader; C2C12 myotubes + simvastatin, ATP luminescence, 48 h; scaled: DMSO 0, geranylgeraniol control 100; rescue of ATP level, % at 7.49 µM; 330,000 compounds, 0.78% hits; AID 602340, 2012;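 active = mean ATP rescue above about 67%, or every replicate alone reaching that limit, limit read from the data, passing the limit was not always enough; inconclusive = no clear call, values can overlap the other calls; inactive = mean under the limit and some replicate under it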;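 also: myotubes were challenged with 10 µM simvastatin during compound exposure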
PGC1a acetyl inh = inhibitors of PGC1a acetylation signal, primary screen, cell-based, U2OS, AlphaScreen, inhibitor mode; inhibition, % at 15.6 µM; AID 651687, 2012; 350,000 compounds, 0.17% hits; AlphaScreen anti-acetyl-lysine; with virally co-expressed GCN5 acetyltransferase;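 active = every replicate shows inhibition of at least 40%; inconclusive = mean inhibition at least 40% but some replicate below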;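 also: 0% = neutral control wells and 100% = positive control wells; some results beyond the cut were filed as inactive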
Xi reactivation = activators of inactive X chromosome reactivation, primary screen, imaging, XiGFP fibroblasts, GFP high-content imaging, set 2; AID 743238, 2013; 360,000 compounds, 0.055% hits; XiGFP mouse fibroblasts, % GFP-positive cells imaging, 3 d; cells co-treated with 5-aza-dC sensitizer; scaled so ellipticine positive control = 100%; activation, % at 7.58 µM;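 active = mean normalized replicate activation at least 10% and every replicate at or above 10%; inconclusive = only one of the two criteria met; inactive = mean below 10% and not all replicates reach 10%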;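 also: 0% = median of on-plate neutral control wells and 100% = ellipticine 6 µM median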
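System: 68-5-11 XiGFP fibroblast line | Buffer or medium: DMEM containing 5-aza-dC | Compound: Single point | Times: Compounds 3 days, fix/stain 15 min at room temperature | Benchmarks: Positive control ellipticine, 6 µM final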
SIRT5 block = SIRT5 desuccinylase inhibitors, primary screen, biochemical, fluorescence imaging, single point, set 5 | NAD-dependent protein deacylase sirtuin-5, mitochondrial (Homo sapiens), Q9NXA8 | Purified SirT5, succinyl-peptide AMC, trypsin-coupled fluorescence | inhibition, % at 15 µM | 330,000 compounds, 1.1% hits; in the data active = inhibition above about 15%; inconclusive = no clear call, values can overlap the other calls
ERAP1 inh = human ERAP1 aminopeptidase inhibitors, primary screen, biochemical, single point, plate reader; recombinant ERAP1, Leu-AMC fluorescence, 60 min; inhibition, % at 10.7 µM; 340,000 compounds, 0.15% hits; AID 652197, 2013;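 active = mean replicate inhibition of at least 30%, or all replicates individually reaching that 30% level; inactive = mean below 30% and not every replicate reaching it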;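 also: 0% = neutral control wells and 100% = L-leucinethiol positive control wells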
Target sequence (Q9NZ08 whole entry, looked up): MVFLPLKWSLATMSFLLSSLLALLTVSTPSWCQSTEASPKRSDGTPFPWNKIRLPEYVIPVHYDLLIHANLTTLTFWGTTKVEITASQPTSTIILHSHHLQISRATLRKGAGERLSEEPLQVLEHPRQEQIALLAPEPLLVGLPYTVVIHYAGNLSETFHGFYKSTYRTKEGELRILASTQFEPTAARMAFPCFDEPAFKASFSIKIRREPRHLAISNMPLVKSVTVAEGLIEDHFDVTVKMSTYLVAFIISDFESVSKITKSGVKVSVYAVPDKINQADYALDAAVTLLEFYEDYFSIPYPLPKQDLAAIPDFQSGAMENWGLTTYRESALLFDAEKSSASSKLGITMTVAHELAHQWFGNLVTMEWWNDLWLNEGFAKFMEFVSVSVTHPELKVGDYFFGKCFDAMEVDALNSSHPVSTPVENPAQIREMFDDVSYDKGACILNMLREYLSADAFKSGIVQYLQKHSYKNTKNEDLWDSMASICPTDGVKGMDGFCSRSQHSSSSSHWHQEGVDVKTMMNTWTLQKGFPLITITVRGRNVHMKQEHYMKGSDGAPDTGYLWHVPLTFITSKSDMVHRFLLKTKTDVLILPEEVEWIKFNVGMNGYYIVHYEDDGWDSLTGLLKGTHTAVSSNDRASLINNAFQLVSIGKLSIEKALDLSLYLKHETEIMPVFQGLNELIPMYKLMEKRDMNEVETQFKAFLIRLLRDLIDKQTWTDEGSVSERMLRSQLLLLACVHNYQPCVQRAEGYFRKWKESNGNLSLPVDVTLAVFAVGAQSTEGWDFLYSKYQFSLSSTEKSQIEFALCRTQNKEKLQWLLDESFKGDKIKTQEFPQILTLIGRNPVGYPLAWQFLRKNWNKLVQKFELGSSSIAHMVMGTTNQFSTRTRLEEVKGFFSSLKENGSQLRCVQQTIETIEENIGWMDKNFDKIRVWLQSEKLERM
S100A4 inh HTS = inhibitors of S100A4-myosin IIA peptide binding, primary screen, biochemical, fluorescence polarization, TAMRA-MyoIIA peptide; Protein S100-A4 (Homo sapiens), P26447; inhibition, % at 10.7 µM; 360,000 compounds, 0.14% hits; AID 652163, 2013;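 active = mean inhibition of at least 70% across replicates, with every replicate also reaching that level; inconclusive = mean inhibition reaches 70% but some replicates fall short; inactive = mean inhibition below 70%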
Target sequence (P26447 whole entry, looked up): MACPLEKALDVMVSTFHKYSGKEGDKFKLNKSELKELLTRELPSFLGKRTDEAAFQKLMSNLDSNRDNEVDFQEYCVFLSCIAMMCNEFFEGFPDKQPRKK
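Material: S100A4 monomer (human). Medium: Calcium-containing HEPES buffer, pH 7.2. Probe or stimulus: labelled myosin peptide probe, 5 nM. Compound dosing: one concentration per compound. Timing: polarization read 5 min after assay mix addition, stable 5–60 min. Benchmarks: DMSO as neutral control, TFP as positive control.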
Cneo AK release = Cryptococcus neoformans cell lysis inducers, primary screen, AK release luminescence, single concentration; C. neoformans lysis, adenylate kinase release luminescence, 4 h; normalised: neutral wells 0, clomiphene wells 100; lysis activity, % at 15 µM; 360,000 compounds, 0.2% hits;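 active = mean lysis activity across replicates of at least 80%, whatever share of replicates individually reach that level; inactive = mean lysis activity below 80%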
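Assay system: log-phase C. neoformans yeast / Quantity: yeast cell density of 5 × 10^6 cells/mL / Medium: fresh YPD growth medium / Compound: single dose / Timing: static 4 h at 37 °C with compound, 1 h detection / Measured by: adenylate kinase release luminescence / Read-out: lysis from increased AK signal / Benchmarks: Clomiphene as positive lysis control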
LGR2 inh = inhibitors of bursicon-induced LGR2 CRE-luciferase signal, primary screen, cell-based, HEK293, CRE-luciferase reporter, bursicon stimulation | Drosophila bursicon receptor LGR2 (rickets) | bursicon-stimulated, 4 h | inhibition, % at 9.99 µM | 380,000 compounds, 0.35% hits | AID 720647, 2013;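 active = drop in luminescence signal, shown as inhibition above about 50% in the replicate tests, limit read from the data, passing the limit was not always enough; inconclusive = probably only some replicates passing the limit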;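 also: agonist challenge used bursicon conditioned medium at about half maximal strength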
An asterisk follows results filed as active; ? = inconclusive; nt = not tested or not shown; & = joins results of further samples; ! = not active in a repeat. Only part of the results is shown; the hit share may differ from the screen's.

Values run as follows: Statin myotox sup	PGC1a acetyl inh	Xi reactivation	SIRT5 block	ERAP1 inh	S100A4 inh HTS	Cneo AK release	LGR2 inh
- Cc1cc(NC(=O)c2ccc3nccnc3c2)ccc1Br
→ -9	6	0.2	-4	1	2	-7	-47
- Cc1ccccc1C(=O)Nc1ccnn1C1CCN(C(C)Cc2ccccc2F)CC1 (configuration not stated)
→ 2	-4	0.0	-1	-1	22	0	-7
- N/C(=N/OC(=O)c1ccccc1F)c1nonc1N
→ nt	nt	0.3	-3	-1	-3	nt	-10
- CCN1CCCC1CNC(=O)Cn1nc(C)n2c(cc3cc(C)ccc32)c1=O (configuration not stated)
→ -1	nt	0.1	-4	-3	-14	-1	12
- COc1ccc(S(=O)(=O)N(C)C[C@@H]2OCCCC[C@H](C)Oc3ccc(NC(=O)Nc4cccc5ccccc45)cc3C(=O)N([C@H](C)CO)C[C@@H]2C)cc1
→ nt	15	-0.8	3	-4	0	4	7
- O=C(Cc1ccccc1)c1nc2ccccc2s1
→ nt	1	0.0	nt	nt	nt	-3	-45
- Cn1nnnc1N=N/C(=N/Nc1ccccc1)c1ccccc1
→ nt	14	0.6	-4	nt	-5	-1	-14
- C[C@@H]1CN([C@H](C)CO)C(=O)c2cc(/C=C/c3ccccc3)cnc2O[C@H]1CN(C)C(=O)C1CCOCC1
→ 7	11	-0.7	-8	3	-4	-6	18
- CC(=O)CC1c2cc(F)ccc2C=C(c2ccsc2)N1c1ccc(-c2cccnc2)cc1 (configuration not stated)
→ nt	nt	0.0	1	-2	3	nt	-15
- O=C(Nc1ccccc1)OC[C@@H]1CSCCS(=O)(=O)N1
→ nt	nt	0.4	-3	1	19	nt	-1
- C[C@@H]1CN([C@@H](C)CO)C(=O)Cc2cc(NC(=O)CCCCCC(=O)Nc3ccccc3N)ccc2O[C@@H]1CN(C)C(=O)Nc1ccc(C(F)(F)F)cc1
→ -41	-9	-0.3	nt	nt	nt	1	11
- COC(CNC(=O)CNC(=S)N(Cc1ccccc1)Cc1cccs1)OC
→ 6	nt	0.0	0	-3	0	0	-7
- N#C[C@H]1[C@H](c2ccccc2)[C@H](CO)N1C(=O)CN1CCOCC1
→ 9	5	nt	1	-3	15	-1	nt
- COc1cccc(NC(=O)N2CC(=O)N3[C@H](CO)[C@@H](c4ccc(C#CC5CCCCC5)cc4)[C@H]3C2)c1
→ nt	-14	0.2	13	0	6	nt	4
- CN(Cc1ccc(Cl)cc1Cl)C(=O)c1cccc(S(=O)(=O)N2CCN(c3ccccc3)CC2)c1
→ 10	nt	-0.1	-6	1	-3	1	-5
- CCOC(=O)C1=C(O)/C(=C/c2ccc(OCC(=O)O)c(OCC)c2)SC1=Nc1ccc(OC)cc1
→ nt	nt	0.2	14	13	13	nt	nt
- CCN(CCO)C(=O)c1ccc2nc(Cc3ccc(OC)cc3)oc2c1
→ 3	nt	0.0	1	0	-1	-1	16
- Cc1noc(C)c1NC(=O)N(C)C[C@@H]1Oc2ccc(NS(=O)(=O)c3ccc(Cl)cc3)cc2C(=O)N([C@@H](C)CO)C[C@@H]1C
→ -11	2	-0.4	-4	-2	9	-2	-1
- Cc1ccc(S(=O)(=O)c2nnn3c2nc(N2CCOCC2)c2ccccc23)cc1C
→ 25	17	0.1	0	4	-2	-5	0
- O=C(O)c1ccc(-n2nncc2-c2ccco2)cc1
→ -5	0	0.1	0	1	1	7	-27

Continued.
Values run as follows: Statin myotox sup	PGC1a acetyl inh	Xi reactivation	SIRT5 block	ERAP1 inh	S100A4 inh HTS	Cneo AK release	LGR2 inh
- O=[N+]([O-])c1cccc(-c2cc3cccc[n+]3cc2-c2cccc([N+](=O)[O-])c2)c1
→ -1	7	0.1	nt	nt	nt	2	-14
- CC(C)OC(=O)/C(=C\c1cccnc1)NC(=O)c1ccccc1
→ nt	nt	?	-2	0	1	nt	14
- CC(=O)c1ccc(NC(=O)c2cc(Cl)nc3ccccc23)cc1
→ nt	nt	0.1	-1	1	-1	nt	6
- Nc1ccc(N2CCCCC2)c(S(=O)(=O)Nc2ccc(Cl)cc2)c1
→ 9	-8	nt	0	nt	-2	0	8
- CC(=O)N1N=C(c2ccccc2)OC1c1cccnc1 (configuration not stated)
→ 2	5	0.3	-1	7	-2	0	-44
- COc1ccc(S(=O)(=O)N2CCC(C)CC2)cc1N(C)S(=O)(=O)c1ccccc1
→ 1	3	0.3	-1	-1	8	2	-10
- CC(C)(C)NC(=O)C(c1ccc(C(F)(F)F)cc1)n1c(=O)c(-c2cc3ccccc3[nH]2)nc2ccccc21 (configuration not stated)
→ nt	nt	-0.1	0	0	-3	nt	-1
- COc1ccc(NC(=O)c2nnn(CC(=O)Nc3ccccc3OC)c2N)c(OC)c1
→ 14	-8	0.2	-5	4	6	-1	-3
- COc1ccc(-c2cc(C(F)F)n3ncc(C(=O)NCCCN4CCCC4=O)c3n2)cc1
→ -7	-4	0.0	-6	-3	-5	-1	-1
- C[C@H](CO)N1C[C@H](C)[C@H](CN(C)S(=O)(=O)c2cn(C)cn2)Oc2ccc(NC(=O)Cc3cn(C)c4ccccc34)cc2C1=O
→ 10	-2	-0.9	-1	0	27	1	-6
- CCCCOc1ccc(S(=O)(=O)NNC(=O)c2cc3ccccc3o2)cc1
→ nt	3	0.0	31*	-1	2	6	22
- CCCCCCn1nc(C(=O)N(CC(C)C)c2c(N)n(CCCC)c(=O)[nH]c2=O)c2ccccc2c1=O
→ nt	nt	0.1	2	-2	1	5	-16
- C=CCSc1nnc(CCc2ccccc2)n1N
→ -8	nt	0.2	5	2	-1	1	2
- CCOc1ccc2sc(NS(=O)(=O)c3ccc(N)cc3)nc2c1
→ -2	4	0.0	-1	-3	0	1	3
- O=C(CCCC(=O)OCC1CCCO1)OCC1CCCO1 (configuration not stated)
→ 7	-8	nt	nt	nt	-8	-3	nt
- O=C(Oc1ccccc1N1CCOCC1)c1sccc1Br
→ -9	1	-0.1	1	3	-5	nt	-3
- CCNC(=S)Nc1nc2c(cc1C(=O)OCC)CCCC2
→ nt	nt	0.0	-2	-1	-1	3	-25
- COc1ccc(C(=O)C2CCCN(C(=O)CCc3scnc3C)C2)c(C)c1 (configuration not stated)
→ nt	7	0.2	-6	-1	1	nt	nt
- O=C(NC(=S)Nc1cccnc1Cl)c1ccc(F)cc1
→ 3	10	0.2	1	-7	-2	1	-57
- COc1cc(/C=N/NC(=O)C(NC(=O)c2ccccc2)c2n[nH]c(=O)c3ccccc23)ccc1OCC(N)=O (configuration not stated)
→ 3	nt	0.0	7	1	9	1	-3

(cont.)
Values run as follows: Statin myotox sup	PGC1a acetyl inh	Xi reactivation	SIRT5 block	ERAP1 inh	S100A4 inh HTS	Cneo AK release	LGR2 inh
- CN(C[C@H]1[C@@H](c2ccccc2)[C@@H](CO)N1Cc1ccccn1)S(C)(=O)=O
→ 9	3	0.3	0	-2	5	6	-15
- C[C@@H]1CCCCO[C@@H](CN(C)C(=O)Nc2ccc3c(c2)OCO3)[C@H](C)CN([C@@H](C)CO)C(=O)c2cc(NC(=O)Nc3ccc4c(c3)OCO4)ccc2O1
→ nt	1	0.2	6	-1	2	-4	22
- Cc1noc(C)c1NC(=O)Nc1cccc2c1O[C@H](CN(C)CC1CCCCC1)[C@@H](C)CN([C@@H](C)CO)C2=O
→ -31	-10	-0.5	4	2	-6	0	-23
- CC(NC(=O)COC(=O)[C@@H]1CCCN1S(=O)(=O)c1ccccc1F)C12CC3CC(CC(C3)C1)C2 (some centres not stated)
→ 5	9	0.0	nt	nt	nt	5	1
- C[C@@H]1CN([C@H](C)CO)C(=O)c2cccc(NS(C)(=O)=O)c2O[C@H]1CN(C)CC1CC1
→ -17	2	-0.8	3	-3	4	0	7
- O=C(CN1CCOCC1)NCC[C@@H]1CC[C@H](NC(=O)Cc2ccccn2)[C@@H](CO)O1
→ 2	-3	-0.1	0	0	-2	0	-4
- COc1ccccc1C(C)N(C)Cc1nc(COc2ccccc2)no1 (configuration not stated)
→ nt	2	0.0	-5	5	-1	nt	-8
- C[C@H](CO)N1C[C@H](C)[C@@H](CN(C)Cc2ccc(C(=O)O)cc2)Oc2ccc(NS(=O)(=O)c3ccc(F)cc3)cc2C1=O
→ nt	5	-0.3	-2	0	2	3	-2
- O=C1Nc2cc(Br)ccc2C1(O)c1ccccc1O (configuration not stated)
→ 5	-8	0.0	-2	-4	-2	-4	8
- Cc1ccc([N+](=O)[O-])cc1NC(=O)Nc1cccc(F)c1
→ -34	nt	0.0	-3	1	-3	-1	2
- O=c1oc(=S)oc2c1[C@H](c1ccc(Cl)cc1)O[C@H](C1CCCC1)C2
→ nt	nt	0.0	0	-1	0	nt	2
- Cc1ccc(S(=O)(=O)N(C)C[C@@H]2OCc3ccccc3-c3c(n(C)c4ccccc34)C(=O)N([C@H](C)CO)C[C@@H]2C)cc1
→ 15	1&-11	-0.1&0.4	18*!	0	0&-4	nt	32
- COc1ccc(S(=O)(=O)Nc2c(C)n(C)n(-c3ccccc3)c2=O)cc1Br
→ 7	16	0.0	-3	2	-5	-1	-12

3 entries from above, as a markdown table.
| Structure | Statin myotox sup | PGC1a acetyl inh | Xi reactivation | SIRT5 block | ERAP1 inh | S100A4 inh HTS | Cneo AK release | LGR2 inh |
| --- | --- | --- | --- | --- | --- | --- | --- | --- |
| C[C@@H]1CN([C@H](C)CO)C(=O)c2cccc(NS(C)(=O)=O)c2O[C@H]1CN(C)CC1CC1 | -17 | 2 | -0.8 | 3 | -3 | 4 | 0 | 7 |
| O=C1Nc2cc(Br)ccc2C1(O)c1ccccc1O (configuration not stated) | 5 | -8 | 0.0 | -2 | -4 | -2 | -4 | 8 |
| COc1ccccc1C(C)N(C)Cc1nc(COc2ccccc2)no1 (configuration not stated) | nt | 2 | 0.0 | -5 | 5 | -1 | nt | -8 |
